Screening results as filed in PubChem BioAssay.
p53ts 32C tox: kills p53ts cells at the permissive temperature | H1299-p53A138V at 32C, ATP luminescence viability, 24 h | AID 924 | 130,000 compounds, 0.93% hits | Potency, µM (top dose mostly 46.1 µM), for inactives: at the top dose activity change, negative = cytotoxicity, hits mostly cytotoxic;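 further: 0% = DMSO and -100% = full killing by reference compound; nearly all actives have a fitted effect of over 55% in size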
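Viability by ATPlite luminescence after 24 h compound treatment (up to 46 uM) at the permissive 32C. Cells are H1299 carrying p53 A138V. Scale runs from DMSO basal to 100 uM tamoxifen as full kill; AC50 from Hill fits.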
p53ts 39C kill: kills p53ts cells at the nonpermissive temperature. H1299-p53A138V viability at 39C, ATP luminescence, 24 h. Potency, µM (top dose mostly 46.1 µM), without a hit: at the highest dose activity change, negative = cell killing, actives largely listed as cytotoxic. 130,000 compounds, 1.5% hits; further: nearly all actives have a fitted effect of over 55% in size
IkB signaling: IkB pathway inhibition in ABC-DLBCL cells; 110,000 compounds, 0.04% hits; AID 445; Potency, µM (top dose mostly 57.1 µM), for inactives: at the top dose IkBa stabilization activation; ABC-DLBCL IkBa-CBG/CBR dual luciferase ratio, 4 h; response scale: scaled: untreated 0%, proteasome inhibitor 100%; active means well fitted curve in the direction sought with a large enough effect in the signal ratio, not every such curve was filed as active; inconclusive means small, poorly fitted or top-dose-only effect, or a change in a side signal; the % refers to the signal ratio;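 further: the direction sought is a rising ratio; 0% = basal untreated cells and 100% = reference inhibitor full response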
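In this assay, an IκBα–CBG68 fusion accumulates when IKK-driven degradation is blocked; native CBR normalizes for cell number. OCI-Ly3 cells were treated 4 h with compound and doxycycline, then green and red light read after Chroma-Glo addition.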
Imprint erasure: inducers of genomic imprint erasure in mouse ES cells. mouse ES Peg3-LacZ reporter, beta-gal luminescence, 40 h. Potency, µM (series often up to 60.7 µM), for the others: at the highest dose activity change, positive = activation, most hits filed as activators. 110,000 compounds, 0.02% hits. AID 1948;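 further: 0% = negative control wells on the plate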
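Each well holds 300 Peg3LacZ-Neo (maternal) female ES cells incubated 40 h at 37C, 5% CO2. LacZ is measured by BetaGlo luminescence, with AC50 and maximum efficacy derived from dose-response curves.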
* marks the source's active call; other numbers are inactive results; ? = inconclusive; . = no result given; & = joins results of further samples; [ ] = another dose, or the depositor's remark. Unless noted, the call rests on the fitted dose curve; in most records, active means well fitted curve in the direction sought with a large enough effect; inconclusive means small, poorly fitted or top-dose-only effect, or another doubt; inactive means no such curve, though single readings can be large; an effect the other way counts as inactive or inconclusive. Unless noted, on the % scale 0 is the no-effect control and ±100 the full control effect; potency means the concentration at half of the fitted maximal effect.

Order of values – Imprint erasure	p53ts 32C tox	p53ts 39C kill	IkB signaling
- COc1ccc2c(c1)c(=O)c(S(=O)(=O)c1ccc(C)c(C)c1)cn2CC(=O)Nc1ccccc1
→ 11.1%[10.9 µM]	0.5%	-22.0%	?
- O=C(COc1ccc(Cl)cc1)Nc1ccc(-c2nc3cc(Cl)ccc3o2)c(O)c1
→ 5.7%[10.9 µM]	3.5%	-3.9%	-2.0%
- Cc1c(C(=O)OC2CCC(C)CC2)[nH]c2c1C(=O)CCC2 (stereo unspecified)
→ -39.9%[inhibitor]	3.7%	-2.6%	?
- CC(=O)Nc1c(C(=O)NCc2ccccc2)nnn1Cc1ccccc1
→ -5.5%	-1.8%	10.5%	0.6%
- CCN1CCN(c2c(S(=O)(=O)c3ccc(C)c(C)c3)cnc3cc(OC)c(OC)cc23)CC1
→ 10.7%[10.9 µM]	-1.4%	-22.0%	?
- C/C(C[n+]1ccccc1)=N\N=C(N)N
→ -5.6%[10.9 µM]	-3.7%[9.22 µM]	5.8%[9.22 µM]	-1.1%[11.4 µM]
- Cc1ccc(CNC(=O)c2sc3nc(-c4ccccc4)cn3c2C)cc1
→ -4.3%[10.9 µM]	-2.7%	-21.7%	1.1%
- COc1cc(Cl)c(C)cc1NC(=O)c1cc2c(s1)-c1c(C)cccc1OC2
→ -13.2%[10.9 µM]	-12.6%	-28.2%	3.7%
- CCN(CC)C(=O)c1ccc2c(c1)N(Cc1ccc(C(F)(F)F)cc1)C(=O)c1ccccc1S2
→ 19.4%[10.9 µM]	17.8%	?	?
- Cc1cc(O)cc(O)c1C(=O)Cc1cscn1
→ -6.0%	-1.0%	-18.6%	1.1%
- COc1cc(C(=O)NCc2nnc(SCC(=O)Nc3cc(C)cc(C)c3)o2)cc(OC)c1OC
→ -5.6%	5.9%	4.5%	?
- CCN(CC)C(=O)CSc1nc2ccc(NC(=O)CSc3nccn3C)cc2s1
→ .	-14.1%	-3.8%	6.2%
- CC(=O)c1ccc(N2CCN(C(=O)C3CCC3)CC2)cc1
→ -34.0%[inhibitor]	-1.6%	-5.2%	-0.9%
- CN(C)CCCN=c1c2ccccc2n(C)c2[nH]c(=O)n(C)c(=O)c12
→ 8.1%[10.9 µM]	-1.0%[9.22 µM]	-7.2%[9.22 µM]	12.2%[11.4 µM]
- Cc1ccc(N2C(=O)C3C4C=CC(C4)C3C2=O)cc1C (stereo unspecified)
→ -10.7%	-3.0%	3.5%	-0.3%
- CCN(CC)C(=O)Oc1ccc2c(=O)c(-c3ccccc3)coc2c1
→ -78.2%[inhibitor]	-23.4%	?	-8.6%
- CCC1(CC)C(=O)N=C2c3ccccc3C(=O)N21
→ -7.6%	6.5%	-0.4%	-0.1%
- Cc1ncsc1CCOC(=O)c1cccnc1
→ -13.5%	-0.8%	-5.1%	-0.6%
- CCN1C(=O)C2C(c3cccc(F)c3)NC(CC)(C(=O)OC)C2C1=O (stereo unspecified)
→ -0.7%	1.9%	0.6%	-0.9%
- Cc1cc(C)c(/C=C/c2onc(C)c2S(=O)(=O)N2CCC(C(=O)NCC(C)c3ccccc3)CC2)c(C)c1 (stereo unspecified)
→ -6.1%[10.9 µM]	5.7%	?	?
- O=C(c1ccco1)N1CCN(C(=O)c2ccccc2Oc2ccccc2)CC1
→ -9.5%	-8.1%	5.6%	2.9%
- CSc1cc(/C=N/O)c(SC)s1
→ .	-9.7%	-8.2%	.
- Cn1c(C(=O)O)c(CC(=O)Nc2ccccc2F)c2ccccc21
→ -11.0%	-2.1%	-3.3%	1.1%
- CCc1nccn1S(=O)(=O)c1ccc(C)c(C)c1
→ -7.8%	-4.0%	1.9%	3.3%
- CCOC(=O)c1ccccc1NC(=O)CC1Nc2ccccc2NC1=O (stereo unspecified)
→ -10.0%	-0.2%	-4.0%	1.9%
- COc1ccc(Cl)cc1-n1c(CCC(=O)O)ccc1-c1ccc(C)cc1
→ 4.7%[10.9 µM]	11.8%	-1.6%	?
- CC1=C(C(=O)Nc2ccc(C)cc2)C(c2ccccc2Cl)n2nnnc2N1 (stereo unspecified)
→ 8.3%[10.9 µM]	7.8%	39.0%[activator]	9.2%
- CS(=O)(=O)N(CCc1ccccc1)CC(=O)NCc1cccnc1
→ 5.7%	5.1%	11.7%	-2.0%
- CCOC(=O)c1cc(OC(=O)c2cccs2)n(-c2ccccc2)n1
→ -6.1%	6.5%	14.0%	-2.0%
- O=C1NC(c2cccs2)C(C(=O)c2ccccc2)C(O)(C(F)(F)F)N1 (stereo unspecified)
→ -4.2%	3.3%	-5.1%	0.6%
- COCCNC(=O)c1c[nH]c2cc(OC)c(OC)cc2c1=O
→ -6.0%	-3.5%	-5.7%	0.2%
- O=S(=O)(NCCc1csc2nc(-c3ccc(F)cc3)nn12)c1ccc2c(c1)OCCO2
→ -7.9%[10.9 µM]	1.0%	-14.5%	2.2%
- COC(=O)c1ccc2c(c1)N(CC(=O)Nc1cccc(C(F)(F)F)c1)C(=O)c1ccccc1S2
→ -6.6%[10.9 µM]	-3.7%	-9.2%	-0.1%
- CC1(C)S/C(=N/N=C/c2ccco2)NC1=O
→ .	-15.9%	-8.8%	.
- COc1ccc(CCNS(=O)(=O)c2c(C)nc3sc(C)cn3c2=O)cc1OC
→ -16.1%[10.9 µM]	-8.5%	-2.2%	-0.5%
- CCCOc1ccc(/C=C/C(=O)Nc2sc3c(c2C(=O)OCC)CCC(C)C3)cc1OC (stereo unspecified)
→ -10.1%[10.9 µM]	1.0%	22.1%	1.5%
- CCOC(=O)C(C)c1n[nH]c(=O)c2ccccc12 (stereo unspecified)
→ -6.5%	1.4%	-0.1%	0.1%
- Cc1ccc(C)c(N2CCN(C(=O)C3CCCN(S(=O)(=O)c4c(C)[nH]c(=O)[nH]c4=O)C3)CC2)c1 (stereo unspecified)
→ -1.6%	4.2%	1.6%	1.1%
- N#CC1=C(N)N=C(SCc2ccccc2)C(C(N)=O)C12CCCCC2 (stereo unspecified)
→ -1.5%	13.2%	-0.6%	1.3%
- c1ccc(CNc2ccc3c(c2)ncn3C2CCCCC2)nc1
→ -11.0%	-15.4%	-0.6%	-1.5%
- CCCn1c(SCC(=O)Nc2nonc2C)nnc1-c1ccoc1C
→ -3.1%	7.7%	-9.7%	0.9%
- Cc1ccc(CN2c3ccccc3S(=O)(=O)c3ccccc32)cc1
→ -12.0%[10.9 µM]	5.7%	?	?
- CCCCOc1ccc(C(=O)NCc2ccco2)cc1
→ -27.9%	-15.9%	-28.2%	-0.3%
- O=c1cc(-c2ccccc2)nc(SCc2nc(-c3cccc(C(F)(F)F)c3)no2)[nH]1
→ 28.5%[10.9 µM]	64.9%[activator]	1.4%	?
- Cc1ccc(CC(=O)Nc2c(C(=O)N3CCN(c4ccccc4)CC3)oc3ccccc23)cc1
→ -15.2%[10.9 µM]	-2.1%	-0.5%	2.7%
- c1ccc(CSc2nnc(-c3cccs3)n2Cc2ccco2)cc1
→ 2.2%	-5.8%	3.1%	3.4%
- CC(C)(C)NC(=O)NC(=O)COC(=O)Cn1c(C(F)(F)F)nc2ccccc21
→ -9.3%	-3.4%	3.7%	1.3%
- Cc1cc(Br)cc2c1NC(=O)C2(c1c(C)n(C)n(-c2ccccc2)c1=O)c1c(C)n(C)n(-c2ccccc2)c1=O
→ .	-7.2%	12.2%	.
- CC1Cc2ccccc2N1C(=O)CSc1ncccc1C(=O)O (stereo unspecified)
→ .	-12.5%	-4.6%	1.0%
- Cc1cc(N2CCN(C)CC2)nc2ccc(NC(=O)Nc3ccccc3Cl)cc12
→ -8.7%[10.9 µM]	10µM*	12.6µM*	?

Additional compounds.
Order of values – Imprint erasure	p53ts 32C tox	p53ts 39C kill	IkB signaling
- O=C(Nc1ccccc1)NC1(C(=O)NCCCN2CCOCC2)CCCCC1
→ -7.7%	-1.4%	-9.6%	-0.4%
- COc1ccc(OCc2ccc(-c3nc(C#N)c(N4CCN(C)CC4)o3)o2)cc1
→ -12.1%[10.9 µM]	-6.0%	-3.9%	?
- COC(=O)c1ccc2c(c1)N(Cc1nc(-c3cccc(Cl)c3)oc1C)C(=O)C1CCCN21 (stereo unspecified)
→ -10.4%	?	?	-3.0%
- CCCCCN1C(C(=O)c2ccccc2)=C(NC(=O)c2ccc(C)cc2)c2ccccc2S1(=O)=O
→ -9.3%[10.9 µM]	3.8%	6.1%	1.1%
- Cc1nc2ccccn2c1C(=O)Nc1ccc2c(c1)OCCO2
→ .	?	-16.9%	.
- CCOC(=O)CCn1nc(-c2ccc(C)cc2)c2ccccc2c1=O
→ 5.6%[10.9 µM]	0.2%	2.1%	-1.2%
- CC1CCN(S(=O)(=O)c2ccc(NC(=O)Cn3nnc(-c4ccccc4F)n3)cc2)CC1
→ -5.2%	-25.8%	-16.5%	4.5%
- COc1cccc(Cn2c(SCc3ccc(C(=O)N4CCC(C)CC4)cc3)nc3ccncc32)c1
→ -10.9%[10.9 µM]	2.7%	-18.2%	?
- CCC(=O)Nc1nc(OC)cc(OC)n1
→ ?	0.0%	15.0%	0.6%
- CCn1c(CNc2ccc(C)cc2)nnc1SCC(=O)NCc1ccccc1
→ -4.2%	7.5%	-4.3%	0.1%
- O=C(CN1C(=O)NC2(CCCc3ccccc32)C1=O)N1CCc2ccccc2C1 (stereo unspecified)
→ -10.5%	-13.0%	-6.4%	-0.1%
- O=S(=O)(c1cccc(Cl)c1)c1nnn2c1nc(NC1CCCC1)c1sccc12
→ -7.2%[10.9 µM]	-4.4%	-17.6%	-1.6%
- CCN(CC)CCNc1ccnc2cc(Cl)ccc12
→ -3.4%	-13.3%	7.1%	4.5%
- CCCn1c(-c2ccc(S(=O)(=O)N3CCOCC3)cc2)csc1=Nc1ccc(OCC)cc1
→ -13.7%[10.9 µM]	-1.4%	-3.6%	-0.4%
- COc1ccc(-n2c3c(cc(C(=O)N4CCC(C)CC4)c2=O)C(=O)CC(C)(C)C3)cc1
→ -2.5%	5.9%	3.2%	0.1%
- Cc1ccc2nc(NC(=O)CSc3nccn3Cc3ccc(F)cc3)sc2c1
→ -9.6%[10.9 µM]	42.2%[activator]	2.4%	?
- COc1cccc(CNC(=O)c2ccc(-c3nc(COc4ccccc4)c(C)o3)cc2)c1
→ ?	-3.5%	-10.2%	-0.6%
- O=C(Nc1ccc(S(=O)(=O)N2CCC(C(=O)NC3CCCCC3)CC2)cc1)c1ccco1
→ .	-4.5%	-6.7%	-0.9%
- CC(=O)Oc1ccccc1C(=O)O
→ -9.4%&-5.2%&-14.7%&-1.4%	2.5%&5.0%[1.84 µM]	15.0%&-13.3%	1.6%&1.2%&-2.6%
- CCCOc1ccc(S(=O)(=O)NCc2ccc(OC)cc2)cc1
→ -16.3%	-1.3%	-5.7%	4.7%

Of the compounds above, 5 contain a CF3 group.
Order of values – Imprint erasure	p53ts 32C tox	p53ts 39C kill	IkB signaling
- CCN(CC)C(=O)c1ccc2c(c1)N(Cc1ccc(C(F)(F)F)cc1)C(=O)c1ccccc1S2
→ 19.4%[10.9 µM]	17.8%	?	?
- O=C1NC(c2cccs2)C(C(=O)c2ccccc2)C(O)(C(F)(F)F)N1 (stereo unspecified)
→ -4.2%	3.3%	-5.1%	0.6%
- COC(=O)c1ccc2c(c1)N(CC(=O)Nc1cccc(C(F)(F)F)c1)C(=O)c1ccccc1S2
→ -6.6%[10.9 µM]	-3.7%	-9.2%	-0.1%
- O=c1cc(-c2ccccc2)nc(SCc2nc(-c3cccc(C(F)(F)F)c3)no2)[nH]1
→ 28.5%[10.9 µM]	64.9%[activator]	1.4%	?
- CC(C)(C)NC(=O)NC(=O)COC(=O)Cn1c(C(F)(F)F)nc2ccccc21
→ -9.3%	-3.4%	3.7%	1.3%

(more compounds)
Order of values – Imprint erasure	p53ts 32C tox	p53ts 39C kill	IkB signaling
- CC(C)(C)OC(=O)N1CCC[C@H]1c1nnc(SCc2c(F)cccc2Cl)o1
→ -17.9%	5.6%	3.6%	1.2%
- COc1cccc2c1cc1c(=O)n(CC(=O)N3CCN(c4ccc(Cl)cc4)CC3)nc(C)n12
→ 17.6%[10.9 µM]	-0.8%	27.3%	-0.8%
- Cc1cc(NC(=O)c2ccccc2)sc1C
→ -85.7%[inhibitor]	?	?	?
- COc1ccc(CCNC(=O)C2CCN(S(=O)(=O)c3cnc[nH]3)CC2)cc1OC
→ 4.2%	-4.6%	3.4%	-2.5%
- COC(=O)c1ccc(OCC(O)CN2CCC(C)CC2)cc1 (stereo unspecified)
→ -17.4%	-10.3%	-12.8%	0.0%
